# OTUD3 inh = inhibitors of human OTUD3 deubiquitinase. 47,000 compounds, 0.7% hits. purified OTUD3, Ub-rhodamine fluorescence, 2 h. Q5T2D3. inhibition, % at 25 µM
# USP8 inh = human USP8 deubiquitinase inhibition; P40818; 47,000 compounds, 4.2% hits; AID 1645853; purified USP8, Ub-rhodamine cleavage fluorescence, 30 min; inhibition, % at 20 µM
# USP28 block = blocks human USP28 ubiquitin-rhodamine cleavage | Q96RU2 | purified USP28, Ub-rhodamine cleavage fluorescence, 30 min | inhibition, % at 25 µM | 47,000 compounds, 3% hits
# UCHL1 inh = inhibitors of human UCHL1 deubiquitinase; purified UCHL1, Ub-rhodamine cleavage fluorescence; inhibition, % at 20 µM; 47,000 compounds, 0.2% hits; AID 1645859
# Target sequence (P09936 whole entry, looked up): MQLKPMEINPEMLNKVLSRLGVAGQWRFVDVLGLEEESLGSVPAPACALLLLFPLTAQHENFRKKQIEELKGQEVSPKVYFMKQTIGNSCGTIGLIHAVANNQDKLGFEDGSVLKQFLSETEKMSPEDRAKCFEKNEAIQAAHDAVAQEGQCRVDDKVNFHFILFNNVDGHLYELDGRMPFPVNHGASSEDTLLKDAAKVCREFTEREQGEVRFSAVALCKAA
# USP7 block = inhibitors of human USP7 deubiquitinase. 47,000 compounds, 0.3% hits. purified USP7, Ub-rhodamine cleavage fluorescence. Q93009. inhibition, % at 20 µM
# USP10 block = blocks human USP10 ubiquitin-rhodamine cleavage; AID 1645856; 47,000 compounds, 1.1% hits; Q14694; inhibition, % at 20 µM; purified USP10, Ub-rhodamine fluorescence, 60 min
# Target sequence (Q14694 whole entry, looked up): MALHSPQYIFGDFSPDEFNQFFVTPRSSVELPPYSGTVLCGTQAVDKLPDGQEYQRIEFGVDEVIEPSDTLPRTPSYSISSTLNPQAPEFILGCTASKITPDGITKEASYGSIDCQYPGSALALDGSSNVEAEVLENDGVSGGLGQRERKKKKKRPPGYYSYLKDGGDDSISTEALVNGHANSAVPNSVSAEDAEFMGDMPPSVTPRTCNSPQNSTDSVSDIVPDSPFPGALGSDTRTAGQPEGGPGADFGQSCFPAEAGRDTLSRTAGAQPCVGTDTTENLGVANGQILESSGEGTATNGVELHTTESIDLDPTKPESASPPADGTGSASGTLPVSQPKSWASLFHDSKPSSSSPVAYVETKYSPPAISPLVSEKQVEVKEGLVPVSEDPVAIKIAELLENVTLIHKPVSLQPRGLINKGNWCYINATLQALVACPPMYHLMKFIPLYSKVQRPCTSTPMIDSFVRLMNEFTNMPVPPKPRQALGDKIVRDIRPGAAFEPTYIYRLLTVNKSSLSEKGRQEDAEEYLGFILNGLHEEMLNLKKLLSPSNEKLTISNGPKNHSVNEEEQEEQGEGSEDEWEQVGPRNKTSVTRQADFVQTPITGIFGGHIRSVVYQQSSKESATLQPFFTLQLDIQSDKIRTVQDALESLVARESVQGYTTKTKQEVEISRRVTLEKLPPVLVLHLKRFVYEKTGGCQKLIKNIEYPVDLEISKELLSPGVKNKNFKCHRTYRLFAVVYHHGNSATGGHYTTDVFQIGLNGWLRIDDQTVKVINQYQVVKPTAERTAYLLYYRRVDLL
# USP17 inh = human USP17-like deubiquitinase inhibition. A8MUK1. AID 1645855. 47,000 compounds, 6.5% hits. inhibition, % at 50 µM. purified USP17, Ub-rhodamine cleavage fluorescence, 3 h
# USP30 inh = inhibitors of human USP30 deubiquitinase; purified USP30, Ub-rhodamine cleavage fluorescence; inhibition, % at 25 µM; 47,000 compounds, 5.3% hits; AID 1645860
# * hit, by the source's call; i = inactive; x = not tested or not shown. No stated cut-off is given here; in the data, active means inhibition above about 30%; inactive means the rest.
SMILES,OTUD3 inh,USP8 inh,USP28 block,UCHL1 inh,USP7 block,USP10 block,USP17 inh,USP30 inh
CCc1c(C)c2ccc(OCC(=O)c3ccc4ccccc4c3)c(C)c2oc1=O,-1.3,-0.7,-7.2,-1.8,3.7,0.2,-3.7,-7.2
CCOC(=O)c1cccc(NC(=O)c2ccc(S(=O)(=O)N3CCN(C)CC3)cc2)c1,-1.1,1.0,30.7*,2.4,6.6,-1.7,x,-2.2
O=C(c1cnn2ccccc12)N1CCN(c2ccccn2)CC1,-4.7,2.8,x,-1.0,0.2,1.0,-11.1,x
COc1ccc(OC)c(C2C3CCCCC3(O)CCN2CC(=O)Nc2ccccc2)c1 (stereo not drawn),1.0,-7.8,-1.0,2.5,-0.1,-1.9,-7.7,-0.8
CC(NC(=O)CCC(=O)N1CCSc2ccccc21)c1ccccc1 (stereo not drawn),17.1,18.9,9.7,2.2,0.4,1.0,12.9,11.0
O=c1c2ccccc2n(Cc2cc(=O)n3ccccc3n2)c(=O)n1CC1CCCO1 (stereo not drawn),-7.4,1.4,-2.2,-0.8,-2.7,1.9,5.4,13.1
Cc1ncsc1CN1CCCC(C)(c2nc(C)c3c(n2)N(C(C)C)C(=O)C3)C1 (stereo not drawn),-15.8,-4.2,-13.6,-1.2,-0.2,-6.8,-13.1,-35.0
COc1ccc(-c2cc3c(=O)n(CC(=O)NCCCN4CCCC4=O)ncn3n2)cc1,8.6,16.9,5.0,0.4,-5.1,-2.4,12.6,25.5
FC(F)(F)c1ccc(-c2cnc([C@@H]3COCCN3C3CCNCC3)[nH]2)cc1,8.2,2.1,1.4,4.1,0.4,-1.7,16.9,-29.5
O=S(=O)(c1ccc2c(c1)CCCC2)N1CCN(c2nnnn2-c2ccccc2)CC1,5.8,7.5,5.7,2.4,6.4,-0.1,13.8,16.4
CCOc1ccc(CNC(=O)CCC(=O)Nc2ccc3nc(N4CCCCC4)cc(C)c3c2)cc1,-12.1,4.9,-3.4,-3.6,-4.6,-1.3,15.9,3.5
CN1[C@@H](CCC(=O)NCc2ccc(F)cc2)CNC(=O)[C@@H]2[C@H]1CCN2CC1CC1,1.0,-6.5,-7.4,-0.1,-0.8,0.8,-12.3,-0.2
Cn1c(=O)c2c(ncn2CC(=O)OCC(=O)Nc2ccc3c(c2)CCC3)n(C)c1=O,-8.1,-1.7,10.4,-3.0,-6.7,-3.9,-13.7,-12.9
N#Cc1ccc(NC(=O)Nc2cccn(Cc3ccccc3Br)c2=O)cc1,45.1*,90.3*,62.8*,24.0,-49.2,51.4*,81.1*,30.3*
Cc1ccc(SCC(O)CN2CCN(c3ccccc3F)CC2)cc1 (stereo not drawn),-7.5,-14.4,-8.6,-0.1,-4.1,3.9,-13.5,-5.8
O=C(NCCc1ccccc1)c1nnn(-c2ccccc2)n1,10.3,4.6,11.3,0.5,2.3,0.0,8.7,4.2
COC(=O)c1ccc(N2CCN(C(C)=O)CC2)c(NC(=O)C(c2ccccc2)c2ccccc2)c1,1.1,12.0,27.6,3.2,0.4,-3.0,21.2,17.6
O=c1cc(CN2CCN(C3CCCCC3)CC2)cc[nH]1,-13.3,-14.7,-17.6,-3.5,-4.0,-10.6,-19.6,-56.3
Cc1cnc(C2CCCN2C(=O)c2ccc3n[nH]nc3c2)[nH]1 (stereo not drawn),2.1,-40.9,-0.6,0.0,3.4,0.1,3.5,7.5
O=C(c1cc(-c2ccc(Cl)cc2)on1)N(Cc1ccco1)C1CCS(=O)(=O)C1 (stereo not drawn),-14.7,-24.3,-15.9,-1.6,-31.0,1.5,-8.0,-81.5
Cc1cccc(Cn2c(=O)c(C#N)c3n(c2=O)CCC3)c1,-17.1,-2.0,-12.2,-15.9,-34.7,-10.3,-54.9,-202.0
COc1ccc(NC(=O)COc2ccc(C(=O)c3ccccc3)cc2)c(OC)c1,1.7,-4.2,-2.6,7.1,6.4,8.6,11.9,23.5
COc1ccc(OC)c(CNC(=O)c2ccccc2-c2ncc(-c3ccc(C)cc3)o2)c1,-6.0,-3.5,-19.2,-1.8,-2.9,-5.7,-16.1,-42.9
CCC1(C)Cc2c(sc3nc(SCc4ccc5ccccc5c4)nc(N)c23)CO1 (stereo not drawn),15.7,1.6,3.3,1.0,0.0,1.5,25.4,15.7
Cc1noc(C)c1CNC(=O)c1nc(Cc2c[nH]c3ccccc23)no1,-34.6,-5.7,-35.2,-22.4,-22.5,-7.4,-39.8,-106.5
CCc1ccc(NC(=O)C2CCN(c3ccc(-c4ccccc4)nn3)CC2)cc1,7.9,25.3,11.9,2.9,9.6,7.0,11.3,20.9
CC(NC(=O)c1csc(C(=O)NC2CC2)n1)c1ccccc1 (stereo not drawn),-3.3,6.8,0.1,-2.5,3.6,5.2,-1.0,-2.1
CCc1cc(C(=O)N2CCCCC2c2nnc(-c3cnccn3)o2)cs1 (stereo not drawn),-2.0,-0.9,-3.0,-0.7,-0.1,0.5,-5.1,5.8
Cc1cccc(S(=O)(=O)NCc2csc(C)n2)c1,20.4,1.8,14.8,0.2,3.0,-1.8,12.5,27.3
O=C(COc1ncnc2c(Cl)cc(Cl)cc12)Nc1ccc(F)cc1F,9.3,8.8,12.3,0.8,1.2,2.1,29.9,12.3
COc1ccc(C(=O)N2CCC[C@@H](Cn3nnc(-c4ccncc4)n3)C2)cc1,2.2,5.6,-2.4,0.3,0.3,0.0,10.0,10.7
COc1cccc(CN2CCN(Cc3ccccn3)[C@@H](C)C2)c1,-6.3,-73.3,-0.2,-0.9,3.2,-1.9,-14.0,-24.0
CC(C)C(=O)N1CCc2cc(-c3csc(NC(=O)c4ccccn4)n3)ccc21,-18.8,-72.7,-24.1,-23.6,-17.3,-3.6,-28.6,-92.4
CCN1C(=O)c2cccnc2Sc2cc(NC(=O)COc3ccccc3OC)ccc21,5.2,7.3,-4.1,-1.5,-2.7,-5.6,-89.4,-26.5
O=C(Nc1ncc(-c2ccccc2)s1)c1cc(-c2ccccc2)nc2ccccc12,0.2,12.7,1.8,1.3,6.4,4.5,6.0,29.9
COc1nccnc1N1CCC(NC(=O)c2ccc3c(c2)OCO3)C1 (stereo not drawn),-10.6,-1.5,-2.1,0.1,-1.1,1.0,-0.8,-3.6
CC(=O)N1CCCc2cc(S(=O)(=O)NCc3ccc4c(c3)OCO4)ccc21,6.3,13.1,9.6,3.4,8.9,-0.3,2.2,23.8
CN1CC[C@@H]2[C@H]1C(=O)NC[C@H](CCC(=O)Nc1ccccc1)N2C,-1.8,0.5,-3.8,0.6,-0.7,-0.1,-51.0,-24.1
O=C(COc1cccc2ccc(N3CCC(Cc4ccccc4)CC3)nc12)Nc1cccc(F)c1,21.8,84.1*,25.7,0.4,5.1,-1.8,46.2*,27.5
Cc1[nH]c(-c2nnc(C3CC3)o2)c(C)c1S(=O)(=O)N1CCC(C)CC1,-6.6,-1.3,-5.6,0.8,-3.7,-2.0,-10.3,6.8

# Eight successive records from above, quoted:
SMILES,OTUD3 inh,USP8 inh,USP28 block,UCHL1 inh,USP7 block,USP10 block,USP17 inh,USP30 inh
O=C(COc1ncnc2c(Cl)cc(Cl)cc12)Nc1ccc(F)cc1F,9.3,8.8,12.3,0.8,1.2,2.1,29.9,12.3
COc1ccc(C(=O)N2CCC[C@@H](Cn3nnc(-c4ccncc4)n3)C2)cc1,2.2,5.6,-2.4,0.3,0.3,0.0,10.0,10.7
COc1cccc(CN2CCN(Cc3ccccn3)[C@@H](C)C2)c1,-6.3,-73.3,-0.2,-0.9,3.2,-1.9,-14.0,-24.0
CC(C)C(=O)N1CCc2cc(-c3csc(NC(=O)c4ccccn4)n3)ccc21,-18.8,-72.7,-24.1,-23.6,-17.3,-3.6,-28.6,-92.4
CCN1C(=O)c2cccnc2Sc2cc(NC(=O)COc3ccccc3OC)ccc21,5.2,7.3,-4.1,-1.5,-2.7,-5.6,-89.4,-26.5
O=C(Nc1ncc(-c2ccccc2)s1)c1cc(-c2ccccc2)nc2ccccc12,0.2,12.7,1.8,1.3,6.4,4.5,6.0,29.9
COc1nccnc1N1CCC(NC(=O)c2ccc3c(c2)OCO3)C1 (stereo not drawn),-10.6,-1.5,-2.1,0.1,-1.1,1.0,-0.8,-3.6
CC(=O)N1CCCc2cc(S(=O)(=O)NCc3ccc4c(c3)OCO4)ccc21,6.3,13.1,9.6,3.4,8.9,-0.3,2.2,23.8

# Carrying on.
SMILES,OTUD3 inh,USP8 inh,USP28 block,UCHL1 inh,USP7 block,USP10 block,USP17 inh,USP30 inh
O=C(Cn1ccc2ccc(N3CCOCC3)nc21)NCc1cccc(F)c1,-191.4,-249.9,-240.2,-68.4,-135.3,-0.1,-159.1,i
CC(O)(CS(=O)(=O)Cc1ccccc1)C(=O)Nc1cccc(C(F)(F)F)c1 (stereo not drawn),-2.4,-1.1,-2.5,-2.0,-8.7,0.1,5.2,1.5
O=C(NC(Cc1ccccc1)c1nnc(N2CCCCCC2)o1)C1CCC1 (stereo not drawn),16.1,17.8,10.9,2.0,1.7,0.0,10.8,18.0
O=C(/C=C/c1ccc(OCc2ccccc2)cc1)N1CCN(Cc2ccccc2)CC1,1.3,-9.4,3.5,3.7,0.2,5.7,-0.1,9.8
Cc1nc(C2CCN(S(C)(=O)=O)CC2)nc2c1CCC(=O)N2CC1CCCCC1,-8.5,-13.8,-17.9,-0.5,-10.8,-4.4,-20.2,-21.4
O=C(O)c1csc(COc2cc(Cl)cc(Cl)c2)n1,2.8,4.5,-0.1,-0.6,-4.7,4.8,-2.9,11.1
CCCc1nc2cccnc2n1C1CCN(C(=O)Nc2cccc(OC)c2)C1 (stereo not drawn),-9.2,0.3,-13.2,-1.7,-6.6,-3.6,-3.0,-25.3
Cc1ccc(N2CC[C@@H]3[C@@H]2CCN3C(=O)c2ccoc2)nn1,3.5,-162.2,-1.7,0.5,1.0,-11.0,-17.5,-7.3
CCCc1cc(N2CCN(C(=O)C3CCC3)CC2)nc2nnc(C)n12,-3.7,-7.0,-19.1,-1.3,-2.6,-0.3,x,-15.7
Cn1cc(-c2cnc(N3CCCC3)nc2)cc1C(=O)N1CCN(c2ccncc2)CC1,-174.0,-246.0,-237.6,-7.5,-5.2,-3.5,-156.8,i
COc1cc(C(C(=O)NC2CCCCC2)N(CCN2CCOCC2)C(=O)C2COc3ccccc3O2)cc(OC)c1OC (stereo not drawn),-0.5,-0.9,x,0.0,-0.2,-1.6,7.9,x
Fc1cccc(-n2cc(-c3noc(-c4cccnc4)n3)nn2)c1,6.0,51.9*,20.9,4.6,3.4,3.1,53.5*,60.9*
Clc1cccc(-c2cn[nH]c2C2CCCN2)c1 (stereo not drawn),15.0,2.7,14.6,3.8,4.6,2.6,3.7,33.5*
CC(=O)N1CCC(c2cc(N3C(=O)OCC3Cc3ccccc3)nc(C)n2)CC1 (stereo not drawn),-7.9,-104.4,-4.8,-3.5,-5.1,-1.4,-29.1,-18.2
COc1ccc2nc(NC(=O)c3ccccc3-c3ccc(C(F)(F)F)cc3)sc2c1,0.4,0.4,-3.0,-2.2,-0.4,-0.2,5.5,4.8
COc1ccc(NC(=O)Cn2c(=O)n(-c3ccc(CC(=O)NCC4CCCO4)cc3)c(=O)c3ccccc32)cc1 (stereo not drawn),-42.3,8.8,-59.8,0.0,4.1,-2.6,-38.0,-235.4
O=C(/C=C/c1cn(-c2ccccc2)nc1-c1cccnc1)OC(C(=O)Nc1ccc([N+](=O)[O-])cc1Br)c1ccccc1 (stereo not drawn),15.4,-18.6,1.1,-1.4,-1.6,-0.9,-1.4,-29.4
Cc1cc2nc(NCCCc3ccccc3)c3ccccc3n2n1,-11.9,-33.1,-9.8,1.6,-28.8,6.2,-7.7,-12.2
CC(C)Cc1csc2c1c(=O)n(C)c(=O)n2CC(=O)N1CCOCC1,-0.1,3.1,-12.7,-0.9,-7.5,-1.4,-2.1,-3.3
Cc1ccc2ncc(NC(=O)c3ccccc3C)c(=O)n2c1,0.3,-0.1,-6.7,-1.9,-0.8,-0.3,-13.8,1.6
COc1ccc(-c2nc3ccccc3c3nnc(SCC(=O)NC4CC4)n23)cc1,-3.3,-13.4,-2.0,-0.1,2.3,-1.1,21.5,-0.1
O=C(CSc1ncnc2c1sc1nc(-c3ccccc3)c3c(c12)CCC3)NCc1ccccc1,-27.0,-19.9,-33.3,-12.0,-14.7,-5.4,-16.6,-166.6
O=C(C1CCN(c2ccc(N3CCCCC3)nn2)CC1)N1CCN(c2ccccc2)CC1,5.9,-8.5,-4.0,2.2,-4.5,0.1,-1.3,3.9
Cc1cc(C(=O)CN2CCN(Cc3ccc4c(c3)CCO4)CC2)c(C)n1C1CC1,-5.9,-37.9,-9.8,-5.7,-3.5,-4.6,-23.2,-64.5
Cc1cc(C)cc(NC(=O)Cc2csc(NC(=O)Nc3cccc(Cl)c3)n2)c1,16.6,25.3,24.2,0.7,10.2,2.1,12.1,31.6*
CN(C(=O)CCS(=O)(=O)c1ccc2c(c1)SCC(=O)N2)C1CCCCC1,-10.3,-18.6,-15.3,-1.9,-6.7,-6.8,x,-67.8

# Screens deposited in PubChem BioAssay by Dana-Farber Cancer Institute and Novartis Institutes for BioMedical Research (Cambridge, Mass).
